RAD54 branch – RAD54 (human) branch migration inhibition; Q92698; RAD54 Holliday junction branch migration, FAM/BHQ fluorescence; inhibition, % at 10.4 µM; actives 0.14% (n = 360,000); AID 602329;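 active = mean normalized replicate activity at least 40 and at least half of replicates scoring 40 or more; inconclusive = only one of the two criteria met; inactive = mean below 40 and under half of replicates reaching 40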;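 also: 0% = median of neutral control wells and 100% = median of positive control wells; inhibitors cause a drop in the FAM fluorescence signal; in these data hits start at about 50%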
GSIS activator – primary screen for activators of insulin secretion dependent on glucose, INS-1E cells, GLuc reporter luminescence; AID 743287; activation, % at 16.6 µM; INS-1E GLuc reporter insulin secretion, 2-3 h; actives 0.61% (n = 370,000);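 active = lowest replicate activation of at least 40%, so every replicate reaches that level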;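 also: 0% = median of neutral control wells and 100% = median of IBMX positive control wells; some compounds called inactive have numbers as strong as hits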
CASP6 VEID inh – caspase-6 (human) enzyme inhibition | P55212 | purified caspase-6, Z-VEID-R110 cleavage fluorescence | inhibition, % at 12.5 µM | actives 0.53% (n = 350,000) | AID 686996;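 active = mean inhibition across replicates at least about 35%, with every replicate also reaching that limit, limit read from the data; inconclusive = only one of the two criteria met; inactive = neither criterion met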;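 also: 0% = median of neutral control wells and 100% = no fluorescence left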
Xi reactivation – activators of X-chromosome reactivation in mouse fibroblasts | XiGFP mouse fibroblasts, % GFP-positive cells imaging, 3 d; cells co-treated with 5-aza-dC sensitizer; scaled so ellipticine positive control = 100% | activation, % at 7.58 µM | actives 0.055% (n = 360,000);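 active = mean normalized replicate activation at least 10% and every replicate at or above 10%; inconclusive = only one of the two criteria met; inactive = mean below 10% and not all replicates reach 10%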;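 also: 0% = median of on-plate neutral control wells and 100% = ellipticine 6 µM median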
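System: 68-5-11 XiGFP fibroblast line; Timing: 3 days compound exposure; Compound dosing: one concentration, pinned; Benchmarks: positive control ellipticine, 6 µM final; Buffer or medium: DMEM containing 5-aza-dC.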
RAD52 anneal inh – inhibitors of human RAD52 DNA annealing; P43351; recombinant RAD52 DNA annealing, FRET fluorescence; AID 651710; inhibition, % at 18.7 µM; actives 0.46% (n = 360,000);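 active = every replicate showing at least 50% inhibition; inconclusive = mean inhibition at least 50% but not in every replicate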
Target sequence (P43351 whole entry, looked up): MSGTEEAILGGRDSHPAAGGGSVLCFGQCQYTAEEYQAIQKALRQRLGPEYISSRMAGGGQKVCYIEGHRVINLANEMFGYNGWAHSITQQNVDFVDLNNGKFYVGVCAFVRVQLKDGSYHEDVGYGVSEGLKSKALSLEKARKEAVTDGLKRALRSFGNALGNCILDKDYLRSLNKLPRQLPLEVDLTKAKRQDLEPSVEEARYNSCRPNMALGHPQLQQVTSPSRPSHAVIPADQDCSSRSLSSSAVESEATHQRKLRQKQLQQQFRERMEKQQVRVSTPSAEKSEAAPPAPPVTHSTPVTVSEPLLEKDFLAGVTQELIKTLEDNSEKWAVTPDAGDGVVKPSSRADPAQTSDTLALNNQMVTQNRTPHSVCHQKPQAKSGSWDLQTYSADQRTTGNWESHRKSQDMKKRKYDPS
DENV2 CPE – inhibitors of DENV2 cytopathic effect; DENV2-infected cells, cytopathic effect rescue, plate reader; CPE inhibition, % at 9.99 µM; actives 1.7% (n = 350,000); AID 651640; in the data active = CPE inhibition above about 20%, passing the limit was not always enough; inconclusive = no clear call, values can overlap the other calls; tested in BHK-21 cells;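 also: 0% = median of neutral control wells and 100% = median of positive control wells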
E-selectin induc – induces E-selectin expression in human endothelial cells; P16581; HUVEC E-selectin immunofluorescence imaging; normalized: neutral wells 0, TNF-alpha wells 100; activation, % at 7.58 µM; actives 0.37% (n = 260,000); AID 686992;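 active = mean E-selectin-positive cell signal at least 10% of the positive control, reached in at least 60% of replicates, without over 20% cell loss; inconclusive = no rule given, readout overlaps actives, possibly toxicity-flagged; inactive = the rest, including those meeting only one limit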;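 also: in these data hits start at about 27%; measured in HUVEC primary endothelial cells; signal is the percent of cells scored E-selectin positive by PE staining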
Target sequence (P16581 whole entry, looked up): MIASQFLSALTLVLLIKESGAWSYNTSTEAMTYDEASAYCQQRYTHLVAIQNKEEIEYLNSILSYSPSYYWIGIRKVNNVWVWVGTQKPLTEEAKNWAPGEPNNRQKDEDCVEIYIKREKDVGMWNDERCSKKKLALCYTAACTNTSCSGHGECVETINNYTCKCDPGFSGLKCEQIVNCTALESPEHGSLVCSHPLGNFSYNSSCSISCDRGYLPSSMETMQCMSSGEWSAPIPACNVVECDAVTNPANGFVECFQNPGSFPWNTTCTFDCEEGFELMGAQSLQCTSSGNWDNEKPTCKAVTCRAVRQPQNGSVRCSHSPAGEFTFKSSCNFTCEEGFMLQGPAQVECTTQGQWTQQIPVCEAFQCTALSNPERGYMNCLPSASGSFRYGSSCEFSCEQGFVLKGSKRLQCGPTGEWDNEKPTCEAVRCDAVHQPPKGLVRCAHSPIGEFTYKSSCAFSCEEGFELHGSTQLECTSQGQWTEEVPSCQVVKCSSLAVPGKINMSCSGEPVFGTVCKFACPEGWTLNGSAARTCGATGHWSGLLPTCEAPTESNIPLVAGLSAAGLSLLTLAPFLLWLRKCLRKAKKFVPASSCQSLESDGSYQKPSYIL
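Test system: HUVEC | Signal: Immunofluorescence imaging | Read-out: Percent E-selectin-positive cells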
F508del corr – correctors of CFTR F508del function in bronchial epithelial cells | CFBE cells, YFP halide quenching; stimulated with forskolin plus potentiator P3; % fluorescence drop versus neutral controls | activity (quench increase), % at 7.58 µM | actives 0.36% (n = 350,000);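 active = mean added fluorescence quench of at least 8% versus neutral control, with both replicates also reaching 8%; inconclusive = only one of the mean or replicate conditions met; inactive = mean below 8% and not both replicates reaching 8%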;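 also: cells transiently co-express mutant CFTR-F508del with the halide-sensitive YFP; corrector assay measuring rescue of mutant channel to the surface after 24 h compound exposure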
* = called active by the depositor; ? = inconclusive; nt = no result given; & = joins results of further samples.

Below each compound – RAD54 branch, GSIS activator, CASP6 VEID inh, Xi reactivation, RAD52 anneal inh, DENV2 CPE, E-selectin induc, F508del corr
- COc1ccc(C=NNC(=O)CCCCC(=O)NN=Cc2ccc(OC)cc2)cc1
    -6, -3, -2, 4.5, -6, 3, -0.3, -0.2
- CN1CCN(c2ccccc2NC(=O)c2ccc(N3CCOCC3)c([N+](=O)[O-])c2)CC1
    3, 25, -22, -0.2, 19, 17, 0.0, 1.9
- O=C(Oc1coc(CSc2ncccn2)cc1=O)c1cccs1
    nt, 5, 8, -0.1, -15, -5, 0.4, 4.2
- COc1ccccc1-c1cn(CC[C@@H]2CC[C@@H](NC(=O)NC(C)C)[C@@H](CO)O2)nn1
    1, 29, 0, 1.0, -2, 2, -0.1, 2.4
- CCOC(=O)CSc1nnc(NC(=O)C2CC(=O)N(c3ccc(F)cc3)C2)s1 (stereo not given)
    5, -2, -1, 0.1, -19, -5, 0.1, 0.3
- Cc1cccc(C)c1NC(=O)CN(C)C(=O)c1cccc(S(=O)(=O)N2CCN(c3ccccc3)CC2)c1
    -9, -39, 3, 0.0, -13, 0, -0.2, -0.2
- Cc1ccc(C(=O)Nc2cccc(C(F)(F)F)c2)cc1NC(=O)c1nccn1C
    3&5, -8&8, -1&-1, 0.0&0.0, -2&-14, ?, 0.0&-0.2, -2.9&1.4
- CC(C)Oc1cccc(C(=O)NC(=S)Nc2cccc(NC(=O)c3ccccc3Cl)c2)c1
    2, nt, 4, 0.1, 7, 6, 1.8, nt
- CCOc1ccc(S(=O)(=O)N(CC)CC(=O)NCc2cccnc2)cc1
    3, 8, -2, -0.1, 2, 5, nt, -0.6
- COc1ccc([C@H]2C(C(=O)O)=C[C@@H](C(C)(C)C)N2S(=O)(=O)c2ccc(C)cc2)cc1OC
    7, 9, 1, -0.1, -11, -5, 0.2, -3.3
- C[C@@H]1CN([C@H](C)CO)S(=O)(=O)c2ccc(C#CC3CC3)cc2O[C@@H]1CN(C)C(=O)C1CC1
    3, -6, 1, 0.5, -7, 1, -0.3, -2.1
- COc1ccc(N(CC(=O)NCc2ccco2)S(=O)(=O)c2ccccc2)cc1
    nt, -9, 3, 0.3, -13, 6, 5.0, -1.4
- Cc1ccc2cc(F)ccc2n1
    nt, 11, -3, -0.1, -12, 12, 0.1, -0.2
- Cc1cc2[nH]c(=O)c(=O)[nH]c2cc1S(=O)(=O)Nc1cccc(Cl)c1
    2, -2, 6, 0.1, -8, -1, nt, -2.8
- COc1ccc(-n2nc(C(=O)NCC(=O)NCc3cccc(F)c3)c3ccccc3c2=O)cc1Cl
    4, 2, -5, nt, -1, -5, nt, 1.0

The listing continues:
Below each compound – RAD54 branch, GSIS activator, CASP6 VEID inh, Xi reactivation, RAD52 anneal inh, DENV2 CPE, E-selectin induc, F508del corr
- C[C@H]1CN([C@@H](C)CO)C(=O)c2cc(-c3ccncc3)cnc2O[C@@H]1CN(C)CC1CCCCC1
    nt, -5, -6, 0.2, 3, 7, 0.4, -0.9
- C[C@H]1CN([C@@H](C)CO)S(=O)(=O)c2ccc(-c3ccncc3)cc2O[C@H]1CN(C)C(=O)C1CC1
    0, 0, 0, -0.1, 4, -3, -0.1, 1.4
- CN1CCN(S(=O)(=O)c2cccc(C(=O)N(Cc3nnc(-c4ccc(Cl)cc4)o3)C3CC3)c2)CC1
    nt, -5, nt, -0.1, -13, -6, nt, -0.3
- CCCn1c(SCC(=O)Nc2cccc(C)n2)nc2c1c(=O)n(C)c(=O)n2C
    nt, 4, 2, 0.4, 11, -2, nt, -0.6
- CCCn1nnnc1NC(=O)COc1ccc(Br)cc1
    4, 11, 2, 0.1, -13, 4, 2.2, 3.3
- Nc1cc(Cl)nnc1Cl
    6, 13, nt, -0.1, -10, -4, 0.0, -19
- C[C@H](CO)N1C[C@H](C)[C@H](CN(C)S(C)(=O)=O)Oc2c(NC(=O)C3CCOCC3)cccc2C1=O
    -18, 15, -3, -0.1, 4, -3, -15, -1.4
- Cc1ccc(S(=O)(=O)Nc2ccc3c(c2)C(=O)N([C@@H](C)CO)C[C@@H](C)[C@@H](CN(C)C)OCCCC[C@@H](C)O3)cc1
    2, 9, -1, -0.1, -1, ?, 0.9, 1.9
- COc1ccc(-c2nn(-c3ccccc3)cc2C(=O)N/N=C/c2ccc([N+](=O)[O-])o2)cc1
    nt, -5, -2, 0.1, -13, 6, nt, -3.2
- O=C(c1cccc(S(=O)(=O)N2CCOCC2)c1)N(Cc1nnc(-c2ccccc2Cl)o1)C1CC1
    -5, -3, 1, 0.0, -6, -5, -0.3, 3.2
- Cc1cccn2c(=O)c3cc(C(=O)NC4CCCC4)n(C)c3nc12
    0, 7, -2, 0.1, -7, -5, nt, -3.4
- Cc1cccc(N2CCN(Cc3nc(-c4cccc(Cl)c4)oc3C)CC2)n1
    nt, -21, -1, 0.0, -5, 1, 4.3, nt
- O=C(C[C@H]1CC[C@@H]2[C@H](COC[C@H](O)CN2Cc2cccc(C(F)(F)F)c2)O1)NCCc1ccccc1
    -3, -7&-13, 2&4, -0.1&0.3, 5&-12, 15&-2, 0.0&6.4, 1.2&-1.2
- CC(C)CC1NC(=S)N(Cc2ccccc2)C1=O (stereo not given)
    -9, 6, 1, 0.0, -2, 2, -0.3, -2.8
- COc1cc(N(C(C)=O)c2ccc(O)c(C(=O)O)c2)c2ncccc2c1
    -15, 18, 44*, -0.1, -14, 1, 0.3, 4.2

Next part.
Below each compound – RAD54 branch, GSIS activator, CASP6 VEID inh, Xi reactivation, RAD52 anneal inh, DENV2 CPE, E-selectin induc, F508del corr
- CCN1CCN(C(=S)NC(=O)c2cccc(Br)c2)CC1
    0, 9, 2, -0.6, -9, -4, -1.2, -7.2
- C[C@@H]1CN([C@@H](C)CO)C(=O)Cc2cc(NC(=O)Cc3cn(C)c4ccccc34)ccc2O[C@H]1CN(C)C(=O)Nc1ccc2c(c1)OCO2
    1, -17, -7, -1.4, 15, -3, 2.7, -1.6
- O=C(O)c1sccc1S(=O)(=O)N1CCCCC1
    -6, 6, -4, 0.3, -11, 5, -0.3, -2.3
- COc1cccc(CN2C[C@@H](C)[C@H](OC)CN(C)C(=O)c3ccc(NS(=O)(=O)c4cn(C)cn4)cc3OC[C@H]2C)c1
    -6, -3, nt, -0.2, nt, nt, 8.6, 0.7
- Cc1ccc2oc(=O)c3cnn(CC(=O)N4CCCCCC4)c3c2c1
    -10, 1, -2, 0.0, -1, 2, nt, -2.6
- CCCc1cc(=O)[nH]c(SC(C)C(=O)N2c3ccccc3CC2C)n1 (stereo not given)
    -4, -23, 2, 0.1, -22, -1, nt, 1.9
- Cc1ccc(C(=O)NCCC2=CCCCC2)cc1S(=O)(=O)N1CCCCC1
    7, -20, -2, 0.0, -6, 2, nt, -1.7
- CCn1cc(C2=NCCO2)c2ccccc21
    8, 4, 0, -0.1, -4, 0, 4.7, -1.2
- Cc1cc(C)c(S(=O)(=O)N2CCOC2CNC(=O)C(=O)NCc2cccnc2)c(C)c1 (stereo not given)
    -2, 0, 2, 0.2, 5, -12, 2.1, 1.5
- COc1cccc(CNC(=O)C[C@@H]2C=C[C@H](NC(=O)C3CC3)[C@@H](CO)O2)c1
    -1, -3, 5, -0.6, -4, 2, 0.2, 2.0
- O=S(=O)(c1cnc[nH]1)N1CCN(c2ccc(F)cc2)CC1
    nt, 12, -2, 3.0, -13, 0, 3.5, -0.4
- CCCNC(=O)N1[C@H](C#N)[C@@H](c2ccc(-c3cccc(OC)c3)cc2)[C@@H]1CO
    1, -9, -1, 0.3, -33, 5, -0.5, -1.3
- CCOc1ccc(C(C)=O)cc1COC(=O)c1ccc2c(c1)NC(=O)CS2
    3, 0, 2, 0.0, -16, ?, nt, 1.8
- COc1ccc(-c2ccc3c(c2)[C@@H]2[C@@H](CCN2C(=O)Nc2ccc(F)cc2)[C@H](CO)N3C)cc1
    nt, -47, 3, 0.0, 37, -10, 0.7, -0.1
- Oc1c(Cl)cc(Cl)cc1C=Nc1ccc(N2CCOCC2)cc1
    -3, 6, -1, 0.1, -5, -5, 0.3, 1.7

(next part)
Below each compound – RAD54 branch, GSIS activator, CASP6 VEID inh, Xi reactivation, RAD52 anneal inh, DENV2 CPE, E-selectin induc, F508del corr
- CN(C)c1ccc2c(c1)[C@@H]1C[C@@H](CC(=O)NCc3ccc(Oc4ccccc4)cc3)O[C@@H](CO)[C@@H]1O2
    -6, -10, -3, 0.4, 33, 0, -0.2, 6.2
- COc1ccccc1N(CC(O)CN1CCCC1)S(=O)(=O)c1ccccc1 (stereo not given)
    11, -1, -3, 0.3, -77, 9, nt, 0.2
- OC[C@@H]1[C@H](c2ccc(Br)cc2)[C@@H]2CN(Cc3ccccn3)CCCCN12
    2, 32, -13, 0.3, -17, 3, 0.0, 2.6
- COCCN(C(=O)COC(=O)C1(C)CC1(Cl)Cl)c1c(N)n(Cc2ccccc2)c(=O)[nH]c1=O (stereo not given)
    -9, -12, 2, 0.0, -12, 1, 0.0, -1.2
- CSCCNC(=O)c1cccc(Cl)c1
    nt, -1, 1, 0.3, -8, -1, -0.2, 0.8
- CCN(CC)S(=O)(=O)c1ccc(N2CCOCC2)c(NC(=O)CCOc2ccccc2)c1
    -6, -21, -4, -0.4, -9, 12, 2.9, -1.4

Three compounds from above with just E-selectin induc, Xi reactivation and CASP6 VEID inh.
| mol | E-selectin induc | Xi reactivation | CASP6 VEID inh |
| --- | --- | --- | --- |
| COc1ccccc1N(CC(O)CN1CCCC1)S(=O)(=O)c1ccccc1 (stereo not given) | nt | 0.3 | -3 |
| OC[C@@H]1[C@H](c2ccc(Br)cc2)[C@@H]2CN(Cc3ccccn3)CCCCN12 | 0.0 | 0.3 | -13 |
| COCCN(C(=O)COC(=O)C1(C)CC1(Cl)Cl)c1c(N)n(Cc2ccccc2)c(=O)[nH]c1=O (stereo not given) | 0.0 | 0.0 | 2 |

Compound profiles (already shown).
Results for COCCN(C(=O)COC(=O)C1(C)CC1(Cl)Cl)c1c(N)n(Cc2ccccc2)c(=O)[nH]c1=O (stereo not given) : RAD54 branch: -9; GSIS activator: -12; CASP6 VEID inh: 2; Xi reactivation: 0.0; RAD52 anneal inh: -12; DENV2 CPE: 1; E-selectin induc: 0.0; F508del corr: -1.2
Results for CN(C)c1ccc2c(c1)[C@@H]1C[C@@H](CC(=O)NCc3ccc(Oc4ccccc4)cc3)O[C@@H](CO)[C@@H]1O2 : RAD54 branch: -6; GSIS activator: -10; CASP6 VEID inh: -3; Xi reactivation: 0.4; RAD52 anneal inh: 33; DENV2 CPE: 0; E-selectin induc: -0.2; F508del corr: 6.2

Outcome played no part in choosing rows, and some 3.7% of all compounds hit somewhere here.
